Assay outcomes: PubChem, several laboratories
Avidin fluor: compound fluoresces at 488/530 nm on avidin beads; compound fluorescence 488/530 nm, flow cytometry; hits give high values; AID 1775; fluorescence (KMESF) at 10 µM; 220,000 compounds, 0.38% hits; in the data active means fluorescence above about 47; further: inactives centre near 10
RGS8-Gao reg: human RGS8-Galphao interaction regulation; P09471; multiplexed bead flow cytometry, RGS8-Galphao binding; actives lie on both sides; response (percent of control binding), % at 10 µM; 220,000 compounds, 0.34% hits; in the data active means response below about 60% or above about 140%; inactive means in between;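 further: Galphao activated as the GDP aluminium fluoride complex binding bead-coupled RGS8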
Mcl-1 Bim block: inhibitors of Bim-Mcl-1 interaction, human; Bead-based flow cytometry, Bim peptide-Mcl-1 binding; inhibition, % at 10 µM; 190,000 compounds, 0.1% hits; in the data active means inhibition above about 40%;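 further: 0% = no compound tracer wells and 100% = peptide blocker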
Target sequence (Q07820 whole entry, looked up): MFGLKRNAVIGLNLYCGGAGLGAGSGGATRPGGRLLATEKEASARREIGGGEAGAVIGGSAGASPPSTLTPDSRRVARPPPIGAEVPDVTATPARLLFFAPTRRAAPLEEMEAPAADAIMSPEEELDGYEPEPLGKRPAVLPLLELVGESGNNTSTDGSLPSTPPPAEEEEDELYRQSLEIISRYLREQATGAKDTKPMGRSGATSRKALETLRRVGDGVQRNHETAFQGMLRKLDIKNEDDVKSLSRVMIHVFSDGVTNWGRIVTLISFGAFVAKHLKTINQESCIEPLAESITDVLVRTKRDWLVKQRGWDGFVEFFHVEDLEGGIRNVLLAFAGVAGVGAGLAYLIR
Pf gamet viab: inhibitors of late stage P. falciparum gametocyte viability; AID 743093; 150,000 compounds, 0.065% hits; inhibition, % at 10.9 µM; P. falciparum stage V gametocytes, ATP luminescence, 24 h;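 active means inhibition above the mean plus 3 SD of compounds within the control limits, set per campaign, cut at about 38% in these data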;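 further: 0% = DMSO wells and 100% = medium only without gametocytes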
RGS4-Gao reg: modulates binding of RGS4 to human Galphao. P09471. Multiplexed bead flow cytometry; actives lie on both sides. binding response (% of control), % at 10 µM. AID 1415. 220,000 compounds, 0.33% hits; in the data active means binding response below about 49% or above about 150%; inactive means in between;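 further: fluorescent Galphao activated with aluminum fluoride binding bead-coupled RGS4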
ABCG2 block: human ABCG2 inhibition, ABCB1 as counter-screen | Q9UNQ0 | IgMXP3 cells, JC-1 efflux, flow cytometry | inhibition, % at 6.6 µM | 190,000 compounds, 0.1% hits;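 active means inhibition above 80%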;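 further: 0% = DMSO and 100% = nicardipine control wells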
Target sequence (Q9UNQ0 whole entry, looked up): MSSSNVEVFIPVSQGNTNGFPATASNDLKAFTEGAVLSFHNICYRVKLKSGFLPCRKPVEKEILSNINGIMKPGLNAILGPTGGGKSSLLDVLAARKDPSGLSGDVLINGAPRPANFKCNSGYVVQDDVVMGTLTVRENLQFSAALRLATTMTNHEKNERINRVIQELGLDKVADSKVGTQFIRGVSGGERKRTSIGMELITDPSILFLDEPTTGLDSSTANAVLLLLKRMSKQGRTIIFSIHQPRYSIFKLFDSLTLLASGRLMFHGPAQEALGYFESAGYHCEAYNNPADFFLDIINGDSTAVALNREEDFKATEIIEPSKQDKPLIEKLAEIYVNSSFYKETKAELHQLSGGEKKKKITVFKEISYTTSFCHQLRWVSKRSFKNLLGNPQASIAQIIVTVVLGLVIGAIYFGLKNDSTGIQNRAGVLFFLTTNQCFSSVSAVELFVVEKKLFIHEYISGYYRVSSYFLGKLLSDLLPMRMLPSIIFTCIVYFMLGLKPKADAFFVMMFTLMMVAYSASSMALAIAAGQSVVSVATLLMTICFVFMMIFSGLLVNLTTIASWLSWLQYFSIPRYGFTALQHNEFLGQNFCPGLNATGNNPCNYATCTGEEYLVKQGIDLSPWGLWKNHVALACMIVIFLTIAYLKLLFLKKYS
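Times: 10 min at 25 °C | Test system: Two drug-resistant human cell lines, ABCG2 and ABCB1 | Quantity: 3 million cells/mL final, two lines in 1:1 ratio | Signal: Flow cytometry, 530 nm JC-1 signal | Dosing: Compound at 6.6 µM | Controls: Nicardipine and DMSO wells | Reagent: JC-1 as fluorescent efflux pump substrate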
Mcl1-Noxa inh: Mcl-1/Noxa interaction inhibition; inhibition, % at 21.7 µM; TR-FRET Mcl-1/Noxa peptide binding, 2 h; 220,000 compounds, 1.5% hits; Q07820;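 active means compounds that cut the protein-peptide binding signal by more than 50% relative to plate controls in a single-dose test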;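 further: His-tagged Mcl-1 with rhodamine Noxa BH3 peptide and terbium anti-His antibody; 0% = Mcl-1 plus Noxa peptide wells and 100% = peptide-only wells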
ABCB1 block: human ABCB1 inhibition, ABCG2 as counter-screen; CCRF-Adr cells, JC-1 efflux, flow cytometry; inhibition, % at 6.6 µM; 190,000 compounds, 0.067% hits; in the data active means inhibition above about 40%;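 further: 0% = vehicle and 100% = reference inhibitor; higher value means more JC-1 retained so stronger ABCB1 efflux block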
GSH fluor: compound fluoresces at 488/530 nm on GSH beads. GSH beads flow cytometry, compound fluorescence 488/530 nm; hits give high values. 190,000 compounds, 0.25% hits. fluorescence (KMESF) at 10 µM; in the data active means fluorescence above about 89;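 further: glutathione beads carrying GST-tagged Bcl family fusion proteins plus one bare bead set; values are compound well signal with DMSO vehicle wells as background; inactives centre near 16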
RGS7-Gao: modulates binding of RGS7 to human Galphao | P09471 | Multiplexed bead flow cytometry; actives lie on both sides | binding response (% of control), % at 10 µM | 220,000 compounds, 0.35% hits | AID 1439; in the data active means binding response below about 49% or above about 150%; inconclusive means no clear call, values can overlap the other calls; inactive means in between;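 further: fluorescent Galphao held in activated GDP-AlF4 state binding bead-coupled RGS7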
Mcl1-Bid inh: Mcl-1/Bid interaction inhibition; Q07820; TR-FRET Mcl-1/Bid-Dy647 peptide binding, 1536-well; inhibition, % at 21.7 µM; 220,000 compounds, 0.97% hits; AID 1021;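 active means compounds that cut the binding signal by more than half at the single screening dose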;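 further: His-tagged Mcl-1 with europium anti-His antibody binding Bid BH3 peptide; 0% = Mcl-1 plus peptide wells and 100% = peptide-only wells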
Starred values were filed as active, the others as inactive; ? = inconclusive; · = no result given. This is a random part of the collection; about 3.3% have a hit in one of these screens.

smiles | Avidin fluor | RGS8-Gao reg | Mcl-1 Bim block | Pf gamet viab | RGS4-Gao reg | ABCG2 block | Mcl1-Noxa inh | ABCB1 block | GSH fluor | RGS7-Gao | Mcl1-Bid inh
Cc1ccc(CNC(N)=S)cc1 | 13 | 103 | -2 | · | 101 | 0 | -7 | -0.2 | 20 | 101 | -88
Cc1ccc(S(=O)(=O)Nc2cccc3ncccc23)cc1 | 8 | 97 | · | -19 | 97 | · | -4 | · | · | ? | -19
COC(=O)c1cn(NC(=O)c2cnccn2)c(=O)c2ccccc12 | 24 | 98 | -2 | · | 100 | 28 | -15 | 1.7 | 32 | 103 | -72
COc1ccc(C2=CC(=O)OC3(CCCCC3)O2)cc1 | 7 | 100 | 3 | 11 | 103 | 4 | 2 | 0.6 | 10 | 99 | -22
COc1ccc(CNC(=O)CN(C(=O)c2cc3sccc3n2C)C2CCCC2)cc1 | 21 | 101 | -5 | 9 | 103 | 10 | -13 | 6.0 | 26 | 101 | -10
CC(=O)NC12CC3CC(C1)CC(C(=O)Nc1nccs1)(C3)C2 | 17 | 100 | -2 | -10 | 97 | 2 | 1 | 0.8 | 18 | 102 | -35
N#CCCN(CCN1CCCC1)S(=O)(=O)c1ccc(-c2ccc([N+](=O)[O-])cc2)cc1 | 21 | 99 | 0 | 8 | 101 | 1 | 18 | 0.4 | 11 | 101 | 3
O=C1C2C3C=CC(CC3)C2C(=O)N1c1ccc2c(c1)OCO2 (stereo not given) | 21 | 99 | 0 | · | 100 | 0 | 15 | 0.0 | 22 | 99 | -8
CCN1CCCC1CNCc1cccc(OC)c1OCc1ccccc1 (stereo not given) | 3 | 102 | -27 | -24 | 100 | 1 | 8 | -0.2 | 17 | 97 | 0
CC1CCN(C(=O)c2ccc3c(c2)OCCO3)CC1 | 8 | 101 | -4 | -16 | 107 | 0 | -3 | -0.1 | 54 | 107 | -9
Cc1cc(SCC(=O)OCC(=O)N2CCN(C(=O)c3ccco3)CC2)c(C)cc1Br | 15 | 103 | -2 | · | 106 | 2 | 22 | 0.8 | 26 | 105 | 19
Cc1cc(C)n2c(SCc3ccccc3Cl)nnc2n1 | 14 | 103 | 0 | · | 100 | 2 | 1 | 0.4 | 21 | 99 | -4
COc1cc(OC)cc(C(=O)N[C@H](C(=O)OCC(=O)Nc2ccc(C(N)=O)cc2)C(C)C)c1 | 16 | 112 | -9 | 7 | 108 | 13 | 8 | 0.0 | 7 | 110 | -28
O=C1CN(S(=O)(=O)c2cc(Cl)ccc2Cl)CCN1 | 11 | 102 | 0 | · | 106 | -1 | 9 | -0.2 | 72 | 105 | -17
CCCCNC(=O)CCCn1c(=O)[nH]c2ccc(Br)cc2c1=O | 6 | 100 | 0 | 16 | 99 | 6 | 12 | 0.6 | 34 | 97 | 15

Entries of single compounds from above. Values in the order: Avidin fluor	RGS8-Gao reg	Mcl-1 Bim block	Pf gamet viab	RGS4-Gao reg	ABCG2 block	Mcl1-Noxa inh	ABCB1 block	GSH fluor	RGS7-Gao	Mcl1-Bid inh
`COc1cc(OC)cc(C(=O)N[C@H](C(=O)OCC(=O)Nc2ccc(C(N)=O)cc2)C(C)C)c1` in the list: 16	112	-9	7	108	13	8	0.0	7	110	-28
`COc1ccc(CNC(=O)CN(C(=O)c2cc3sccc3n2C)C2CCCC2)cc1` in the list: 21	101	-5	9	103	10	-13	6.0	26	101	-10
`COC(=O)c1cn(NC(=O)c2cnccn2)c(=O)c2ccccc12` in the list: 24	98	-2	·	100	28	-15	1.7	32	103	-72
`CCCCNC(=O)CCCn1c(=O)[nH]c2ccc(Br)cc2c1=O` in the list: 6	100	0	16	99	6	12	0.6	34	97	15
`COc1ccc(C2=CC(=O)OC3(CCCCC3)O2)cc1` in the list: 7	100	3	11	103	4	2	0.6	10	99	-22

Carrying on.
smiles | Avidin fluor | RGS8-Gao reg | Mcl-1 Bim block | Pf gamet viab | RGS4-Gao reg | ABCG2 block | Mcl1-Noxa inh | ABCB1 block | GSH fluor | RGS7-Gao | Mcl1-Bid inh
CCC(c1nnnn1C1CCCC1)N(Cc1cccs1)Cc1cc2cc(C)ccc2[nH]c1=O (stereo not given) | 10 | 101 | -2 | -31 | 105 | 13 | 18 | 9.0 | 10 | 102 | -2
Clc1ccc(C2[C@H]3CN(Cc4cccnc4)[C@H](c4ccccc4)C34CC2(c2cccnc2)C4)cn1 (stereo not given in full) | 7 | 100 | · | 3 | 97 | · | 2 | · | · | ? | -55
CC(NC(=O)Nn1cnnc1)(C(F)(F)F)C(F)(F)F | 8 | 101 | -3 | · | 105 | 1 | -1 | 0.1 | 12 | 100 | 5
CC(=O)c1c(C)[nH]c(C(=O)Nc2cc(C)cc(C)c2)c1C | 8 | 100 | 0 | · | 103 | 2 | 5 | 0.4 | 50 | 99 | -59
CCCN1C(=O)/C(=c2\sc3nc(=O)c(Cc4ccc(C)cc4)nn3c2=O)c2ccccc21 | 19 | 93 | -1 | · | 91 | 0 | 19 | 0.1 | 10 | 93 | -54
O=S(=O)(Nc1ncccn1)c1ccc(NC(=S)NCCc2ccc(Cl)cc2)cc1 | 2 | 98 | -1 | -28 | 95 | -2 | 6 | -0.7 | 10 | 93 | -34
CCN(CCO)Cc1cn[nH]c1-c1ccc(C)c(C)c1 | 17 | 105 | -1 | · | 108 | 0 | 11 | 0.1 | 12 | 106 | 13
O=C(NCCCN1CCOCC1)c1cccs1 | 8 | 117 | -5 | · | 112 | 0 | -11 | -0.5 | 38 | 108 | -60
Cc1ccc(C2(C)CC(C)(C)N(C(=O)CSc3nnc(C)s3)c3ccccc32)cc1 (stereo not given) | 4 | 100 | -2 | -14 | 102 | 4 | -7 | 4.0 | 9 | 99 | 4
CN(Cc1cn[nH]c1-c1ccc2c(c1)OCO2)C1CCOCC1 | 15 | 99 | 0 | -6 | 102 | 0 | 2 | 0.0 | 56 | 108 | -6
O=c1c2cc(-c3ccccc3)sc2ncn1-n1cccc1 | 9 | 103 | 5 | · | 107 | 0 | 8 | 0.1 | 12 | 104 | -1
Cc1cc(C(=O)N2CCc3ccccc32)n(-c2ccccc2)n1 | 6 | 99 | 1 | · | 103 | 0 | -10 | 0.0 | 13 | 101 | -26
CCOCCCNC(=O)C(Cc1ccccc1)NC(=O)c1ccco1 (stereo not given) | 35 | 102 | -2 | -2 | 99 | 1 | 7 | 0.3 | 25 | 95 | 2
CC(=O)C1=C(C)NC(=O)NC1c1cc(Br)ccc1OCC(N)=O (stereo not given) | 15 | 101 | -4 | -24 | 103 | -2 | 13 | 0.0 | 35 | 102 | 1
CCOP(=O)(OCC)c1nc(-c2ccc(Cl)cc2Cl)oc1N1CCOCC1 | 23 | 102 | -1 | 6 | 101 | 6 | 30 | 0.2 | 12 | 100 | 15

Structures shown so far with two or more sulfur atoms:
smiles | Avidin fluor | RGS8-Gao reg | Mcl-1 Bim block | Pf gamet viab | RGS4-Gao reg | ABCG2 block | Mcl1-Noxa inh | ABCB1 block | GSH fluor | RGS7-Gao | Mcl1-Bid inh
O=S(=O)(Nc1ncccn1)c1ccc(NC(=S)NCCc2ccc(Cl)cc2)cc1 | 2 | 98 | -1 | -28 | 95 | -2 | 6 | -0.7 | 10 | 93 | -34
Cc1ccc(C2(C)CC(C)(C)N(C(=O)CSc3nnc(C)s3)c3ccccc32)cc1 (stereo not given) | 4 | 100 | -2 | -14 | 102 | 4 | -7 | 4.0 | 9 | 99 | 4

Later entries
Screens in order: Avidin fluor | RGS8-Gao reg | Mcl-1 Bim block | Pf gamet viab | RGS4-Gao reg | ABCG2 block | Mcl1-Noxa inh | ABCB1 block | GSH fluor | RGS7-Gao | Mcl1-Bid inh
COc1cc(C(=O)Nc2ccc(S(=O)(=O)Nc3onc(C)c3C)cc2)cc(OC)c1OC
 : 13 | 101 | -1 | -14 | 102 | 15 | 2 | 0.1 | 31 | 97 | -2
CCOc1ccccc1N1CCN(Cc2ccc(OC)c(OC)c2OC)CC1
 : 6 | 97 | 0 | 3 | 98 | 0 | 14 | 1.3 | 22 | 96 | 34
Cc1nc2ncnn2c(C)c1CCC(=O)NCCC1=CCCCC1
 : 5 | 89 | -1 | 9 | 94 | 5 | 44 | 0.6 | 17 | 92 | 0
O=C(CSc1nnc2ccccn12)c1ccc(Cl)cc1
 : 6 | 100 | 0 | 4 | 98 | 2 | 9 | 0.2 | 11 | 100 | -10
O=C(N1CCN(c2cccc(Cl)c2)CC1)C1(c2cccs2)CCOCC1
 : 7 | 101 | -6 | · | 98 | 0 | -16 | 0.2 | 18 | 100 | -17
CC(=O)c1ccc(-c2nc3ccccc3n2C)o1
 : 10 | 103 | -4 | · | 98 | 5 | 18 | 0.1 | 26 | 101 | -12
CCCC(=O)Nc1c(O)c2ccccc2[nH]c1=O
 : 10 | 100 | -2 | · | 95 | 2 | -7 | 0.2 | 16 | 95 | -21
O=C1CCC2CCCCC2(O)O1 (stereo not given)
 : 3 | 102 | -6 | · | 99 | 2 | 10 | 0.5 | 77 | 105 | 2
CN(C)C(=O)c1cn(-c2ccccc2)nc1-c1cc2ccccc2o1
 : 5 | 104 | -1 | 10 | 106 | 1 | 5 | 0.3 | 22 | 104 | -26
O=C(NCc1ccco1)c1cc(-c2ccccc2)nc2ccccc12
 : 10 | 97 | -2 | · | 87 | 11 | 9 | 0.6 | 53 | 87 | -12
Cc1ccc(SCc2ccc(C(=O)Nc3cccc([N+](=O)[O-])c3)cc2)cc1
 : 7 | 102 | 1 | · | 96 | 2 | 14 | -2.6 | 22 | 100 | 7
NS(=O)(=O)c1ccc(CCNC(=O)CSc2ccc3ccccc3c2)cc1
 : 11 | 95 | -2 | 19 | 94 | -1 | 23 | 0.0 | 13 | ? | -9
Cc1ccc(NC(=O)N/C=C/c2ccco2)cc1
 : 6 | 111 | -6 | 1 | 119 | -1 | 26 | -0.6 | 29 | 109 | -31
NC(=O)c1c(NC(=O)c2cccnc2)sc2c1CCCC2
 : 9 | 99 | 5 | · | 100 | 13 | 22 | 0.6 | 21 | 98 | -26
